Source: PubChem BioAssay (The Scripps Research Institute Molecular Screening Center)
M5 ag: human M5 muscarinic receptor agonists, primary screen, CHO-K1 cells, Fluo-8 calcium fluorescence. Muscarinic acetylcholine receptor M5 (Homo sapiens), P08912. CHO-K1 hM5 cells; 0% DMSO wells, 100% maximal acetylcholine response. activation, % at 3 µM. hit rate 0.19% among 360,000. AID 624037, 2012;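 active = activation above the run's mean over test compounds plus 3 SD, cut at about 23% in these data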;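 also: signal is peak over basal fluorescence ratio across the kinetic read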
Target sequence (P08912 whole entry, looked up): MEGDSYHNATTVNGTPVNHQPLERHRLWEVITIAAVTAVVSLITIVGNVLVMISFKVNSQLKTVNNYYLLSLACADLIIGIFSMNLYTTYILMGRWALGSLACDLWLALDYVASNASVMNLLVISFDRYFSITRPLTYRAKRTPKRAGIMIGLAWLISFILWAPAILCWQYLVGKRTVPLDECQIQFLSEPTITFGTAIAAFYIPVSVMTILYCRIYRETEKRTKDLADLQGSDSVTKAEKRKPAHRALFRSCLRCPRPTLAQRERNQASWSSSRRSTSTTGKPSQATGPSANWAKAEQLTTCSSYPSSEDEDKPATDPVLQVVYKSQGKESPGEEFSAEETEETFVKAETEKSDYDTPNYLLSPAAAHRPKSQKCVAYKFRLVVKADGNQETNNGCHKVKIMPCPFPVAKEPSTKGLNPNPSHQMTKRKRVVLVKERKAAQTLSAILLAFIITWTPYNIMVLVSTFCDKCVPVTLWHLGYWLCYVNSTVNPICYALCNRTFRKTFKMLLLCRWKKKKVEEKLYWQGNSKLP
M1 ag parental: counter-screen for M1 agonists: effect in parental CHO-K1 cells | AID 602248, 2012 | Fluo-8 calcium fluorescence; scaled to maximal ATP response, vehicle zero | hit rate 0.48% among 360,000 | activation, % at 3 µM; in the data active = activation above about 15%;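 also: untransfected CHO-K1 host cells lacking M1 receptor as counterscreen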
CHO-K1 Ca antag: M1 antagonist counterscreen hit in parental CHO-K1 cells; ATP-induced calcium, Fluo-8 fluorescence; inhibition, % at 3 µM; hit rate 0.6% among 360,000;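 active = inhibition above a per-plate cutoff, the plate's mean sample inhibition plus 3 SD, cut at about 24% in these data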;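 also: 0% = DMSO plus EC80 ATP and 100% = DMSO alone without ATP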
CHRM4 antagonist: human M4 muscarinic receptor antagonists, primary screen, CHO cells, Fluo-8 calcium fluorescence. hit rate 0.73% among 360,000. inhibition, % at 3 µM. CHO-hM4 cells, ACh EC80;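 active = inhibition above its plate's cutoff, the mean inhibition of sample wells plus 3 SD, cut at about 27% in these data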;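 also: 0% = acetylcholine EC80 with DMSO and 100% = DMSO without agonist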
Target sequence (P08173 whole entry, looked up): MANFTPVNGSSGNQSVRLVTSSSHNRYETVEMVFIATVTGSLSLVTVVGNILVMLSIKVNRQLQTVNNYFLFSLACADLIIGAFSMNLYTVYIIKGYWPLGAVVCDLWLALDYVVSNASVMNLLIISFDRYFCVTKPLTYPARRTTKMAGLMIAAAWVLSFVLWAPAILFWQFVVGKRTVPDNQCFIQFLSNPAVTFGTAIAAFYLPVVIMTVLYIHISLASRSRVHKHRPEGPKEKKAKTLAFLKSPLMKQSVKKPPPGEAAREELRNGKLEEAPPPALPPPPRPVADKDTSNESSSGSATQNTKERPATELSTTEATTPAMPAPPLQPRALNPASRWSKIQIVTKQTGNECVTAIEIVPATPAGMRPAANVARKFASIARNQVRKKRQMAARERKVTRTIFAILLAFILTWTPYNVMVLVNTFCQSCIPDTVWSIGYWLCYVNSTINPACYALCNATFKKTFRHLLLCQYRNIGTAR
M5 antag: human M5 muscarinic receptor antagonists, primary screen, CHO cells, Fluo-8 calcium fluorescence. Muscarinic acetylcholine receptor M5 (Homo sapiens), P08912. AID 624040, 2012. inhibition, % at 3 µM. hit rate 0.59% among 360,000. CHO-hM5 cells, ACh EC80;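 active = inhibition above a per-plate cutoff, the mean of that plate's test compounds plus 3 SD, cut at about 27% in these data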;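 also: 0% = acetylcholine EC80 with DMSO and 100% = DMSO without agonist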
M5 PAM: human M5 muscarinic receptor positive allosteric modulators, primary screen, CHO-K1 cells, Fluo-8 calcium fluorescence; Muscarinic acetylcholine receptor M5 (Homo sapiens), P08912; CHO-K1 hM5, ACh EC20 PAM; 0% = ACh EC20, 100% = ACh EC100; activation, % at 3 µM; hit rate 0.3% among 360,000;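 active = activation above the run cutoff, the mean activation of all test compounds plus 3 SD, cut at about 18% in these data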
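Assay system – human M5 receptor in CHO-K1 cells · Read-out – % activation, ACh-normalized · Technique – Fluo-8 calcium fluorescence · Dosing – single-point, 3 µM nominal · Incubation – Fluo-8 loading 80 min at 37 °C plus 30 min room temperature · Repeats – singlicate, one well per test compound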
M4 ag: human M4 muscarinic receptor agonists, primary screen, CHO-K1 cells, Fluo-8 calcium fluorescence; Muscarinic acetylcholine receptor M4 (Homo sapiens), P08173; activation, % at 3 µM; CHO-K1 hM4/Gqi5; vehicle 0%, full acetylcholine response 100%; hit rate 0.14% among 360,000;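 active = activation above the run mean over all test wells plus 3 SD, cut at about 32% in these data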;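 also: peak over basal fluorescence ratio per well then scaled between controls; 0% = DMSO wells and 100% = acetylcholine at EC100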
CHO-K1 Ca PAM: nonselective calcium activators in parental CHO-K1 cells, primary screen, counter-screen for M1 PAM project, cell-based, Fluo-8 calcium fluorescence, full deck, 1536-well | ATP EC20; 0% at ATP EC20, 100% at ATP max | activation, % at 3 µM | hit rate 0.02% among 360,000;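 active = activation above the run cutoff, the mean activation of all test compounds plus 3 SD, cut at about 40% in these data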;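 also: peak over basal fluorescence ratio in a 140 s read after ATP addition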
CHRM4 PAM: human M4 muscarinic receptor positive allosteric modulators, primary screen, CHO-K1 cells, Fluo-8 calcium fluorescence. activation, % at 3 µM. AID 624126, 2012. Muscarinic acetylcholine receptor M4 (Homo sapiens), P08173. CHO-K1 hM4/Gqi5, ACh EC20; 0% = ACh EC20, 100% = maximal ACh. hit rate 0.4% among 360,000;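 active = activation above its plate's cutoff, the mean activation of sample wells plus 3 SD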; also: some results filed as inactive read as strong as hits
* = called active by the depositor. An unsorted share of the library, and some 2.7% of all compounds hit somewhere here.

SMILES | M5 ag | M1 ag parental | CHO-K1 Ca antag | CHRM4 antagonist | M5 antag | M5 PAM | M4 ag | CHO-K1 Ca PAM | CHRM4 PAM
CCN(Cc1nc2ccccc2c(=O)[nH]1)Cc1cc(=O)oc2cc(OC)ccc12 | -2 | 1.1 | -4 | -3 | 0 | -2 | 4 | 20 | 5
CN(CCCN1CCCCC1)C(=O)CCc1nnc(C2CCCCC2)o1 | -8 | 0.1 | 4 | 3 | 16 | -8 | 0 | -12 | -5
COc1ccc(-n2c(Cc3cccn3C)nnc2SCC(=O)Nc2ccccc2F)cc1 | 1 | -0.6 | 9 | -2 | 1 | -6 | 0 | -3 | 2
CCOc1ccccc1CNC(=O)c1cc2occc2n1C | -1 | -0.5 | 10 | -5 | 1 | -3 | 1 | -2 | -3
CC1CCN(S(=O)(=O)c2nnc(NC(=O)c3cccc([N+](=O)[O-])c3)s2)CC1 | -2 | 2.4 | -11 | -9 | 3 | 1 | 1 | -2 | 15
CC(=O)NC(CCS(C)(=O)=O)C(=O)Nc1cccc(C)c1 (configuration not stated) | 0 | 0.3 | 0 | -3 | 3 | -1 | -1 | 22 | -1
Cc1ncsc1C(=O)NCc1ccc(N2CCCC2=O)cc1 | 6 | 3.1 | -5 | 2 | -7 | -7 | 4 | 5 | 2
CC(=Nc1ccccc1)C1=C(O)CC(C)(C)CC1=O | -2 | 1.8 | 6 | -5 | 3 | 7 | 2 | 9 | 3
O=c1[nH]c(C2CCCN(S(=O)(=O)c3cccc(Cl)c3)C2)nc2c1nnn2Cc1ccc2c(c1)OCCO2 (configuration not stated) | -4 | 0.2 | -11 | -16 | -8 | 1 | 0 | 25 | 10
Cc1ccc(S(=O)(=O)NN2C(=O)/C(=C/c3ccc(F)cc3)SC2=S)cc1 | -3 | 0.9 | -7 | -8 | 7 | -6 | 1 | 13 | 1
Cc1ccc(C(=O)NC(=S)NNS(=O)(=O)c2ccc(C)cc2)cc1 | -3 | 0.0 | -10 | -7 | -2 | -1 | 0 | 8 | 1
O=C(Nc1ccccc1)Nc1nnc(CSCc2ccccc2Cl)s1 | -1 | 1.7 | -11 | 4 | 6 | -2 | 2 | 16 | -5
COc1ccccc1NS(=O)(=O)c1cccc(C(=O)N/N=C/c2ccc(N3CCOCC3)cc2)c1 | -2 | 3.2 | -3 | 0 | 5 | -8 | 3 | 13 | -4
O=C(N1CCCCC1)C1(c2ccccc2)CCCCC1 | -2 | 0.2 | -1 | 0 | -1 | -3 | -1 | -2 | 4
Cc1cc(C)nc(OC(C(=O)O)C(OCCc2ccccc2)(c2ccccc2)c2ccccc2)n1 (configuration not stated) | 7 | -0.5 | 6 | -15 | -8 | 3 | -1 | -4 | -7
COc1ccccc1N1C(=O)c2cccc3c(N(C)CCO)ccc(c23)C1=O | 24* | 13 | -1 | 2 | 8 | -3 | 9 | 7 | -3
Cc1cccc(N(CC(=O)NC(C)(C)C)C(=O)CCC(=O)Nc2ccccn2)c1 | -1 | 2.1 | -20 | -9 | 12 | -3 | 1 | 21 | 1
O=[N+]([O-])c1cc(Cl)ccc1Sc1ccccn1 | -10 | 0.6 | -10 | -1 | 4 | 4 | 0 | 18 | -4
CCCCC(CC)COP(=O)(OCC(CC)CCCC)OCC(CC)CCCC (configuration not stated) | 2 | 0.2 | -4 | -11 | 2 | 0 | 3 | -10 | -3
O=C(NCCc1ccccc1)c1ccc(NC(=O)C2CC2)cc1 | 2 | 0.7 | -19 | -22 | 3 | -4 | 2 | 16 | 11
O=C(Nc1cccc2ncccc12)c1ccc(OCc2ccccc2)cc1 | 11 | 13 | 6 | 9 | 15 | -29 | 17 | -4 | -15
CC(C)(C)n1nc2c(c1NC(=O)c1ccc(Br)o1)CS(=O)C2 (configuration not stated) | -4 | 0.5 | -4 | 11 | -5 | 8 | 0 | 12 | 1
COc1cc(-c2nnc(SCc3c(F)cccc3Cl)o2)cc(OC)c1OC | -6 | 2.2 | -2 | 4 | 0 | -10 | 2 | -10 | -7
CN1CCN(C(=O)c2cccc(-c3cnc4cnc(-c5ccccc5Oc5ccccc5)cn34)c2)CC1 | -1 | 1.7 | 9 | -6 | 6 | -5 | 9 | -14 | -2
COc1ccccc1CNC(=O)C(C)Sc1ccc(C)cc1 (configuration not stated) | -5 | 0.6 | -9 | 7 | 8 | 3 | 0 | 18 | -5
CC1C/C(=N\NC(=S)NC(C)C)CC(C)(C)C1 (configuration not stated) | -6 | -0.1 | 4 | 1 | -5 | -4 | -1 | 0 | -6
COc1ccc(Cl)cc1NC(=O)NCCCl | 1 | 0.4 | -5 | 8 | -4 | 3 | 1 | 6 | 9
COc1ccc(NC(=O)CS(=O)(=O)c2ccc(C)cc2)c(OC)c1 | 2 | 0.3 | -12 | 4 | -3 | -1 | 1 | 13 | -3
CN1CCC(NC(=O)c2ccncc2)CC1 | -2 | 0.3 | -13 | 1 | 2 | -3 | 0 | 9 | -10
O=[N+]([O-])c1ccc(Oc2cccnc2)nc1 | -1 | 3.3 | -7 | -3 | 13 | -12 | 9 | 10 | -10

Molecules from the list above that have a nitro group on carbon:
SMILES | M5 ag | M1 ag parental | CHO-K1 Ca antag | CHRM4 antagonist | M5 antag | M5 PAM | M4 ag | CHO-K1 Ca PAM | CHRM4 PAM
CC1CCN(S(=O)(=O)c2nnc(NC(=O)c3cccc([N+](=O)[O-])c3)s2)CC1 | -2 | 2.4 | -11 | -9 | 3 | 1 | 1 | -2 | 15
O=[N+]([O-])c1cc(Cl)ccc1Sc1ccccn1 | -10 | 0.6 | -10 | -1 | 4 | 4 | 0 | 18 | -4
O=[N+]([O-])c1ccc(Oc2cccnc2)nc1 | -1 | 3.3 | -7 | -3 | 13 | -12 | 9 | 10 | -10

Next compounds:
SMILES | M5 ag | M1 ag parental | CHO-K1 Ca antag | CHRM4 antagonist | M5 antag | M5 PAM | M4 ag | CHO-K1 Ca PAM | CHRM4 PAM
CCOC(=O)c1cnc2ccc(C)cc2c1Nc1ccc(N2CCOCC2)cc1 | -7 | 3.0 | 0 | -3 | 7 | -9 | 9 | 10 | -1
CCOC(=O)c1ccccc1NC(=O)c1c(F)c(F)c(F)c(F)c1F | -2 | -0.7 | -4 | -8 | 0 | 2 | -1 | 6 | 6
CC(C)CNC(=O)COC(=O)c1c2c(nc3ccccc13)CCC2 | -4 | 3.6 | -16 | -7 | 11 | -1 | 9 | 12 | -2
CC(=O)Nc1ccc(N2CCN(C(C)=O)CC2)cc1 | 3 | 0.6 | -25 | 8 | -4 | 6 | 0 | 9 | 10
CCOC(=O)c1ccc(NC(=O)CSc2ccc(-c3ccncc3)nn2)cc1 | -6 | 1.9 | -18 | -6 | 9 | -4 | 11 | 0 | -9
CC1CCC2(CC1)NC(=O)N(CC(=O)NCCc1ccccc1)C2=O (configuration not stated) | 3 | 0.3 | -7 | -3 | 10 | 17 | 0 | 8 | 7
O=C(CC12CC3CC(CC(C3)C1)C2)N/N=C\c1ccc[nH]1 | 0 | 0.1 | 0 | -17 | -8 | 3 | 1 | 6 | -6
COc1cccc(OC)c1C(=O)Nc1ccc(N2CCCC2)cc1 | -5 | 0.3 | -2 | -2 | 6 | -4 | 1 | -18 | -4
Cc1cc(C)nc(SC2CCOC2=O)n1 (configuration not stated) | 0 | -0.1 | 13 | -5 | 3 | 4 | 1 | -6 | 4
Cc1ccc(N2CCN(S(=O)(=O)c3c(C)noc3C)CC2C)cc1 (configuration not stated) | -5 | 0.6 | -21 | 8 | 5 | -3 | 2 | 8 | 5
O=C(Nc1ccc(Cl)c(Cl)c1)c1ccccc1NC(=O)C1CC=CCC1C(=O)O (configuration not stated) | -2 | 0.1 | 4 | 3 | -7 | 3 | 1 | -6 | -1
COC(=O)C1C(=O)C=C(Nc2ccc(F)cc2F)CC1c1ccccc1 (configuration not stated) | -5 | 0.1 | 3 | -3 | 3 | -2 | 0 | 6 | -2
CC(=O)Nc1ccc(NC(=O)CCC(=O)OCC(=O)c2ccc(C)c([N+](=O)[O-])c2)cc1 | -1 | -0.6 | -2 | -1 | 0 | 1 | 0 | -1 | -3
O=C(CSc1nc(=O)n2ccccc2n1)NCc1ccccc1 | 4 | 0.1 | -1 | -10 | 5 | 4 | 1 | -23 | 12
COc1ccc(-n2nc(C(=O)NCC(=O)NC3CCCC(C)C3C)c3ccccc3c2=O)cc1 (configuration not stated) | -2 | 3.3 | -21 | -15 | 2 | -5 | 13 | 12 | 3
Cc1occc1C(=O)N1CCN(c2ccc(Cl)c(Cl)c2)CC1 | 7 | 11 | 13 | 14 | 10 | -12 | 12 | -1 | -4
COc1ccc(NC(=O)COc2ccc(C(=O)NCc3cccnc3)cc2OC)cc1 | 3 | 2.9 | -9 | -4 | -3 | -1 | 3 | 16 | 4
CC1CC(C)CN(C2CCN(Cc3cccnc3)CC2)C1 (configuration not stated) | -2 | 0.5 | -28 | -13 | 3 | 3 | 1 | 15 | 1
Cc1c(NC(=O)COC(=O)c2cc(-c3ccc(-c4ccccc4)cc3)nc3ccccc23)c(=O)n(-c2ccccc2)n1C | 1 | 1.2 | 4 | -1 | 8 | -6 | 3 | 12 | -4
Clc1ccccc1-c1csc(Nc2cccnc2)n1 | -6 | 3.5 | -2 | 12 | 19 | -15 | 8 | 10 | -26
COCCN(C(=O)c1c(C)noc1C)c1c(N)n(CC(C)C)c(=O)[nH]c1=O | 3 | 5.0 | 6 | 4 | 7 | -5 | 0 | 1 | 2
COc1cc(NC(=O)CCn2c(=S)oc3ccccc32)cc(OC)c1OC | -1 | 2.1 | -13 | 0 | -2 | 4 | 0 | -2 | 1
Cc1onc(-c2ccccc2)c1C(=O)Nc1cccnc1 | 2 | 0.2 | -1 | 5 | -1 | 0 | 1 | 5 | 4
O=c1oc2ccccc2c(N2CCOCC2)c1[N+](=O)[O-] | 0 | -0.2 | -14 | -13 | 6 | -4 | 1 | -5 | 4
COCCCNC(=O)CN1CCN(Cc2ccc(Cl)cc2)C1=O | 0 | 1.6 | -6 | -6 | -1 | -2 | 0 | 27 | -2
Nc1ncnc(Nc2ccc(F)cc2)n1 | -1 | 0.7 | -6 | 7 | -6 | 7 | 1 | 24 | -2
CCn1c(N)c(C(N)=O)sc1=S | -1 | -0.3 | -2 | 0 | 1 | -1 | 0 | 7 | 0
CC(=O)Nc1ccc(C(=O)OCC(=O)N(C)C2CCCCC2)cc1 | -2 | 0.7 | -19 | -1 | 10 | 1 | 1 | 8 | 6
CN1C(=O)CC(c2ccco2)Sc2ccccc21 (configuration not stated) | -6 | 0.7 | -20 | 7 | 5 | -2 | 1 | 4 | 2
CN(c1ccccc1)S(=O)(=O)c1cccc(C(=O)NC2CC(C)(C)NC(C)(C)C2)c1 | -6 | -0.5 | -22 | -8 | 6 | -6 | 0 | 18 | 3
CCCC1Cc2nc(Cl)c(C#N)cc2CO1 (configuration not stated) | 3 | 0.0 | -9 | 0 | 10 | 2 | 0 | 10 | 4
